CFTR F508del cor: correctors of CFTR F508del function in bronchial epithelial cells; CFBE cells, YFP halide quenching; stimulated with forskolin plus potentiator P3; % fluorescence drop versus neutral controls; activity (quench increase), % at 7.58 µM; actives 0.36% (n = 350,000); AID 720511;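 active = mean added fluorescence quench of at least 8% versus neutral control, with both replicates also reaching 8%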;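 also: cells transiently co-express mutant CFTR-F508del with the halide-sensitive YFP; corrector assay measuring rescue of mutant channel to the surface after 24 h compound exposure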
PAX8 reporter: inhibitors of PAX8 transcriptional activity in RMG-I cells; actives 1.2% (n = 360,000); RMG-I TPO-luciferase reporter, SteadyGlo, 24 h; inhibition, % at 12.6 µM;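 active = mean replicate inhibition at least 60% with every replicate also reaching 60%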;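 also: luciferase light reporting Pax8 driven TPO promoter activity; plate controls were median of neutral control wells for no effect and mitoxantrone controls for full effect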
DENV2 CPE rescue: inhibitors of DENV2 cytopathic effect. DENV2-infected cells, cytopathic effect rescue, plate reader. CPE inhibition, % at 9.99 µM. actives 1.7% (n = 350,000). AID 651640; in the data active = CPE inhibition above about 20%, passing the limit was not always enough; tested in BHK-21 cells;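 also: 0% = median of neutral control wells and 100% = median of positive control wells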
miR122 inh: blocks miR-122 activity in Huh7 sensor cells | Huh7 miR-122 Renilla luciferase sensor, 48 h; neutral wells = 0, positive control = 100 | activation (reporter increase), % at 12.5 µM | actives 0.3% (n = 340,000);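 active = mean replicate activation score at least 90 and every replicate individually at or above 90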;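 also: higher luciferase means less miR-122 activity so hits act as miR-122 inhibitors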
EWS-Fli block: blocks EWS/Fli oncoprotein-driven transcription; actives 0.67% (n = 350,000); A673 NR0B1-luciferase reporter, viability-normalised; inhibition, % at 12.6 µM;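 active = mean inhibition of at least 50% after viability correction, with every replicate also passing that limit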;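 also: firefly luciferase signal divided by Alamar Blue viability fluorescence both relative to DMSO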
INS-1E GSIS act: primary screen for activators of insulin secretion dependent on glucose, INS-1E cells, GLuc reporter luminescence; INS-1E GLuc reporter insulin secretion, 2-3 h; AID 743287; activation, % at 16.6 µM; actives 0.61% (n = 370,000);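 active = lowest replicate activation of at least 40%, so every replicate reaches that level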;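 also: 0% = median of neutral control wells and 100% = median of IBMX positive control wells; some compounds called inactive have numbers as strong as hits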
FN deposit inh: fibronectin deposition inhibition; inhibition, % at 12.6 µM; AH1F fibroblasts, Alexa488-fibronectin deposition fluorescence, overnight; actives 0.086% (n = 350,000);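 active = mean inhibition across replicates of 30% or more, regardless of how many single replicates reach that level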;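 also: positive control wells lacked labelled fibronectin entirely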
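test system = AH1F fibroblasts assembling fluorescent fibronectin matrix | quantity = 10000 AH1F cells per well | buffer or medium = DMEM plus 2% serum, read in PBS | doses = single dose, pinned | incubation = 1 h cell attachment, overnight exposure to compound and label | detection = fluorescence at 485 nm excitation, 525 nm emission | read-out basis = inhibition from reduced deposited-fibronectin fluorescence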
Starred values were filed as active, the others as inactive; · = not tested or not shown; [ ] = remark or other dose.

SMILES	CFTR F508del cor	PAX8 reporter	DENV2 CPE rescue	miR122 inh	EWS-Fli block	INS-1E GSIS act	FN deposit inh
COc1cc(/C=N/NC(=O)c2ccncc2)cc2c1OCO2	5.1	-2	16	0	7	-1	-3
O=C(Nc1ccc(-c2csc(Nc3ccccc3)n2)cc1)c1cc([N+](=O)[O-])cc(C(F)(F)F)c1	1.0	17	-9	0	14	·	-6
COc1ccccc1NC(=S)N(CCc1c(C)[nH]c2ccccc12)Cc1cccs1	-1.5	13	2	50	-7	-12	-5
CCc1c(C)nc(SCC(=O)N2CCCCC2CC)[nH]c1=O (configuration not stated)	-0.5	7	-5	-2	1	-19	7
CC1CN(C)C(C)c2c1oc1ccc([N+](=O)[O-])cc21 (configuration not stated)	1.7	-10	-4	·	-54	6	4
Cn1c(Cc2ccccc2)nnc1SCC(=O)Nc1ccc2c(c1)OCCO2	-0.3	·	-1	4	-7	·	·
CCOc1ccc(OCC(=O)OCC(=O)Nc2ccccc2C#N)cc1	3.0	34	3	-7	4	-2	-10
Cc1cc(OC(C)C(=O)Nc2ccncc2)ccc1Cl (configuration not stated)	2.6	1	-3	2	14	-31	-6
O=S(=O)(Nc1ccc(Cc2ccncc2)cc1)N1CCCC1	·	·	·	1	·	0	-6
NS(=O)(=O)c1ccc(CCNC(=O)c2ccc3c(c2)N(Cc2ccccc2)CCS3)cc1	3.9	33	0	-2	15	11	-2
O=C(Nc1ccc2c(c1)[C@@H]1C[C@H](CC(=O)N3CCCCC3)O[C@@H](CO)[C@@H]1O2)NC1CCCCC1	-0.9	-1	32*	·	1	4	13
O=C(NCCc1c[nH]c2ccccc12)C1CCN(S(=O)(=O)c2ccccc2)CC1	-0.3	13	8	8	5	1	-9
CC(=O)N(C)C[C@H]1Oc2cc(C#CC(C)C)ccc2S(=O)(=O)N([C@H](C)CO)C[C@H]1C	2.8	·	6	-19[16.7 µM]	1	11	-2
Cc1ccc(Cn2nc(C)cc2C(=O)Nc2ccccc2Cl)cc1	1.3	-221	2	7	-117	-12	4
Cc1ccsc1C(=O)OCC(=O)NC1CCCCC1C (configuration not stated)	-2.0	-21	-3	-10	-17	-5	4
Cn1ncc([N+](=O)[O-])c1C(=O)Nc1ccc(C2CCCCC2)cc1	2.5	-24	1	·	-64	-14	-1
CCCNC(=O)CNC(=O)c1ccc(C#N)cc1	0.1	-7	8	·	-5	3	-6
O=C(CCCN1C(=O)c2ccccc2C1=O)Nc1ccc(S(=O)(=O)N2CCCCC2)cc1	·	·	·	-6	·	-16	-3
COc1ccc(/C=N/Nc2nonc2N)cc1OC	·	0	·	-5	·	·	4
COc1ccc(S(=O)(=O)N(C)C[C@@H]2Oc3ccc(NC(=O)C4CCCCC4)cc3C(=O)N([C@H](C)CO)C[C@@H]2C)cc1	-3.4	·	-6	2[16.7 µM]	-4	-1	6
Cc1cccc(CCNC(=O)Cc2ccc(NC3=NC4CS(=O)(=O)CC4S3)cc2)c1 (configuration not stated)	2.9	-7	0	1	2	-6	2
COc1ccc(S(=O)(=O)N2CCOCC2)c(C)c1C	-0.6	·	4	-15	-2	16	·
CCOc1ccc(CN2CCCC(CNC(=O)c3ccc(F)cc3)C2)cc1CO (configuration not stated)	2.3	-4	-1	-5	4	-2	-3
CC1(C(=O)NS(=O)(=O)c2ccc(Br)cc2)CCN1C(=O)C/C=C/c1ccccc1 (configuration not stated)	3.2	7	-5	1	0	·	-3
Cc1ccc(OCC(=O)NCCCNC(=O)COc2ccc(C)cc2)cc1	1.3	0	5	-1	-4	-17	7
C[C@@H](NC(=O)C[C@@H]1CC[C@@H]2[C@H](COC[C@H](O)CN2C)O1)c1ccccc1	-1.2	8	4	0[16.7 µM]	-4	5	-6
CCOc1ccc(C)cc1S(=O)(=O)N1CCCCC1	·	-8	·	-2	·	14	-2
CC(C)NC(=O)Nc1ccc2c(c1)C(=O)N([C@H](C)CO)C[C@@H](C)[C@H](CN(C)S(=O)(=O)c1cn(C)cn1)OCCCC[C@@H](C)O2	-0.8	8	-5	2[16.7 µM]	-2	1	16
Cc1ccc(C)n1-c1nnc(N2CCC(C(=O)N3CCN(C)CC3)CC2)s1	-0.9	6	-1	-3	-1	-7	-4
CCC(=O)N(C)C[C@H]1Oc2ncc(C#Cc3ccccc3OC)cc2C(=O)N([C@H](C)CO)C[C@@H]1C	-1.9	-9	-2	-2[16.7 µM]	-1	1	·
NC(=O)c1cccnc1Sc1ccc(Cl)cc1	1.3	5	·	2	-1	-3	-13
O=C(NCC(c1ccco1)N1CCCCC1)c1cccnc1 (configuration not stated)	-1.1	3	9	-3	4	-8	-1
O=C(CSc1nnc(SCc2ccccc2)s1)N/N=C/c1ccc(Cl)cc1Cl	·	8	1	·	43	23	·
CC(=O)N(C)C[C@@H]1Oc2cc(C#Cc3ccncc3)ccc2S(=O)(=O)N([C@@H](C)CO)C[C@@H]1C	1.6	·	-11	-5[16.7 µM]	-3	25	1
Cc1ccc(S(=O)(=O)Nc2ccc3c(c2)C(=O)N([C@@H](C)CO)C[C@H](C)[C@@H](CN(C)Cc2ccc(Cl)c(Cl)c2)O3)cc1	4.7	·	2	1[16.7 µM]	1	-10	·
Cc1ccccc1-n1c(C)c(C#N)c(=O)c(-[n+]2ccccc2)c1[S-]	4.6	5	-6	·	3	-3	5
C[C@@H]1CCCCO[C@@H](CN(C)S(=O)(=O)c2ccccc2)[C@H](C)CN([C@H](C)CO)C(=O)c2cc(NC(=O)C3CCCCC3)ccc2O1	0.0	8	10	-10[16.7 µM]	9	-26	3
CCC1CCCCN1CCCNC(=O)c1ccc2c(=O)n(CCOC)c(=O)[nH]c2c1 (configuration not stated)	1.3	-12	-2	-8	-15	37	3
CCOc1cccc(C2c3c(oc4ccccc4c3=O)C(=O)N2c2ccccn2)c1 (configuration not stated)	2.3	-1	7	·	1	13	0
CCn1ncc(NC(=S)Nc2ccc3c(c2)OCO3)c1C(N)=O	-0.8	-22	-5	·	-87	6	-3
CC(C)(C)n1nnnc1C(c1ccccc1)N1CCN(c2c(Cl)cncc2Cl)CC1 (configuration not stated)	5.4	8	2	·	19	-58	21
COC(=O)[C@]12CCCCC=C1N(CCc1ccc(OC)c(OC)c1)C(=O)[C@H](CC(=O)NCCc1ccccc1OC)C2	-1.8	14	-5	·	8	-53	7
O=C(C[C@@H]1CC[C@@H](NC(=O)Nc2ccc3c(c2)OCO3)[C@@H](CO)O1)NCc1ccc(F)cc1	0.0	-25	-6	·	-8	8	·
CCc1nc2c(OCCOc3ccccc3)cccn2c1N(C)C(=O)c1ccc(OC)cc1	-2.9	7	-7	2	-1	-17	6
CC(C)NC(=O)Nc1ccc2c(c1)C(=O)N([C@H](C)CO)C[C@H](C)[C@H](CN(C)CC1CCCCC1)OCCCC[C@@H](C)O2	4.1	6	-3	7[16.7 µM]	·	11	-2
Cc1c[n+](C)ccc1CC1C([N+](=O)[O-])=C[N-]c2ncnn21 (configuration not stated)	0.0	-3	-3	-1	-5	2	15
COc1ccc(-c2noc(-c3ccc4c(c3)OCO4)n2)cc1	·	-134	·	-6	·	·	-5
Cc1nn(CC(=O)N2CCN(C34CC5CC(CC(C5)C3)C4)CC2)c(C)c1[N+](=O)[O-]	-1.5	-14	1	-1	7	-1	-2
C[C@@H]1CN([C@@H](C)CO)C(=O)Cc2cc(NS(C)(=O)=O)ccc2O[C@H]1CN(C)Cc1ccc(C(=O)Nc2ccccc2N)cc1	0.3	2	-7	-3[16.7 µM]	8	18	·
CCO[C@@H]1OC(C(=O)N2CCCC2)=C[C@H](C2CCCCC2)[C@H]1CCCO	1.6	-8	0	·	7	·	·
CCO[C@H]1OC(C(=O)NCc2ccccc2)=C[C@@H](c2ccccc2)[C@@H]1CCCO	-0.1	-10	3	2	-9	-16	-2
O=C(c1cnccn1)N1C[C@H]2[C@@H](c3ccccc31)[C@@H](CO)N2Cc1ccc2c(c1)OCO2	-0.7	-8	-16	33[16.7 µM]	10	4	·
Cc1cc(C(=O)Nc2ccncc2)ccc1[N+](=O)[O-]	-0.9	-25	4	5	-14	-9	8
O=C(COC(=O)COc1ccccc1)NCCc1ccccc1	-0.9	0	7	-2	2	47	-1
Cc1nc(-c2ccc(F)cc2)c(CC(=O)N2CCN(S(=O)(=O)c3cccc([N+](=O)[O-])c3)CC2)s1	3.1	-1	-6	-6	7	10	1
CCCSc1nc(C)c2cc(C)cc(C)c2n1	·	-19	·	3	·	3	-2
CCOC(=O)C(CC)(CCC(=O)O)c1csc(N)n1 (configuration not stated)	·	-20	·	-7	·	-6	4
C[C@@H]1CN([C@@H](C)CO)C(=O)c2c(c3ccccc3n2C)-c2ccccc2CO[C@H]1CN(C)C(=O)Nc1cccc(Cl)c1Cl	0.8	31	40*	·	30	2	17
Cc1nn(C)c(C)c1NC(=O)C12CC3CC(CC(C3)C1)C2	·	-8	·	·	·	13	-7
COC(=O)c1ccccc1NC(=O)CSc1nnc(C(CO)NC(=O)c2ccccc2)n1C (configuration not stated)	-2.9	·	-6	4	-1	-2	·
Carrying on:
SMILES	CFTR F508del cor	PAX8 reporter	DENV2 CPE rescue	miR122 inh	EWS-Fli block	INS-1E GSIS act	FN deposit inh
CCCS(=O)(=O)n1nc(-c2ccc(OC)cc2)cc1N	3.0	-54	8	-1	-18	-6	-16
O=C(C1CCOCC1)N1CC(=O)N2[C@H](CO)[C@H](c3ccc(C#CC4CCCC4)cc3)[C@@H]2C1	0.8	·	-10	·	0	-5	-8
CN1C(=O)c2cc(NC(=O)c3cccs3)ccc2OC[C@H]2O[C@H](CC(=O)O)CC[C@@H]21	-0.4	-4	-4	22[16.7 µM]	1	2	-4
CCOc1ccccc1-n1nnnc1SCC(=O)O	-1.3	13	13	7	-56	9	-2
O=C(c1ccccn1)N1C[C@@H]2[C@H](c3ccccc31)[C@H](CO)N2C(=O)Cc1ccccc1	-1.2	8	1	-18[16.7 µM]	2	10	·
O=C(/C=C/c1ccccc1)NC(=S)NNS(=O)(=O)c1ccccc1	-2.6	-4	15	-9	8	-2	0
CC(=O)Nc1ccc(S(=O)(=O)N2CCN(Cc3ccccc3[N+](=O)[O-])CC2)cc1	-4.3	18	-4	·	-6	-2	-1
O=C(Nc1cccc(-c2cnc3ccccc3n2)c1)c1ccncc1	-0.3	-29	4	·	-28	-4	9
O=C(N/N=C/c1cc(Br)ccc1O)C(c1ccncc1)N1CCOCC1 (configuration not stated)	·	37	·	-3	·	1	-8
Cc1cc(C)n(S(=O)(=O)c2ccccc2[N+](=O)[O-])n1	-0.8	23	-4	·	11	24	1
COc1ccc(N2CCN(C(=O)CN3CCN(c4nc(-c5ccc(F)cc5)cs4)CC3)CC2)cc1	1.0	2	-4	-19	7	·	-4

A draw from above in order of molar mass, descending.
SMILES	CFTR F508del cor	PAX8 reporter	DENV2 CPE rescue	miR122 inh	EWS-Fli block	INS-1E GSIS act	FN deposit inh
COc1ccc(N2CCN(C(=O)CN3CCN(c4nc(-c5ccc(F)cc5)cs4)CC3)CC2)cc1	1.0	2	-4	-19	7	·	-4
O=C(N/N=C/c1cc(Br)ccc1O)C(c1ccncc1)N1CCOCC1 (configuration not stated)	·	37	·	-3	·	1	-8
O=C(c1ccccn1)N1C[C@@H]2[C@H](c3ccccc31)[C@H](CO)N2C(=O)Cc1ccccc1	-1.2	8	1	-18[16.7 µM]	2	10	·
O=C(/C=C/c1ccccc1)NC(=S)NNS(=O)(=O)c1ccccc1	-2.6	-4	15	-9	8	-2	0
CCCS(=O)(=O)n1nc(-c2ccc(OC)cc2)cc1N	3.0	-54	8	-1	-18	-6	-16
Cc1cc(C)n(S(=O)(=O)c2ccccc2[N+](=O)[O-])n1	-0.8	23	-4	·	11	24	1
CCOc1ccccc1-n1nnnc1SCC(=O)O	-1.3	13	13	7	-56	9	-2

Screening data from PubChem.

This is a random part of the collection. About 3.9% of those tested had a hit in this group.
